PLAP activator – activators of human placental alkaline phosphatase | purified PLAP enzyme, luminescent substrate read-out; stronger effect = higher value | activation fold at 20 µM | 96,000 compounds, 1.2% hits | AID 696 | P05187; in the data active means activation fold above about 2
Target sequence (P05187 whole entry, looked up): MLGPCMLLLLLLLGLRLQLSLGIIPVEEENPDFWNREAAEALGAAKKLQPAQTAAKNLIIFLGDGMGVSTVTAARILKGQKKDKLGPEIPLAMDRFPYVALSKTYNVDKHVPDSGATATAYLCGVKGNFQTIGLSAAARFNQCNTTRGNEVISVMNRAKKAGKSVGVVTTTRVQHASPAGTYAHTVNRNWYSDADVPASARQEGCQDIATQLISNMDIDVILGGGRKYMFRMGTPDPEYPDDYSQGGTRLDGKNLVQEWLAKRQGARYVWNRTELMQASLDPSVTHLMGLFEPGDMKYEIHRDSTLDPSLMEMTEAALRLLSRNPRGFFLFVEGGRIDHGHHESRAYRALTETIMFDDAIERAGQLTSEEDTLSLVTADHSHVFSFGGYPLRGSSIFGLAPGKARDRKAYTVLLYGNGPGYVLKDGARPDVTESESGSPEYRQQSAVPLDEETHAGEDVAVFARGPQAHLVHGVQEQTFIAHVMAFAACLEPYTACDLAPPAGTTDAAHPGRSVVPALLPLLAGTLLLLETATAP
Rev-RRE block – HIV Rev-RRE protein-RNA interaction inhibition; Rev peptide-RRE RNA binding, FRET; inhibition, % at 8 µM; 97,000 compounds, 0.79% hits; AID 704;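 active means inhibition above the screen-wide mean plus 3 SD, cut at about 35% in these data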;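 further: 0% = median DMSO wells and 100% = median Neomycin B control wells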
Target sequence (P05866 whole entry, looked up): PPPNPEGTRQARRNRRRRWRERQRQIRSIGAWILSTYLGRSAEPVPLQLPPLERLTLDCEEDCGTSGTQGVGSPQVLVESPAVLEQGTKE
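Test system: Cy5-tagged RRE RNA duplex with fluorescein-tagged Rev peptide; Probe or stimulus: labelled Rev peptide; Schedule: 5 min preincubation and 15 min binding, 25 °C; Signal: FRET fluorescence readout; Evaluation: % inhibition from 671/540 nm acceptor-to-donor ratio, scaled between controls; Control set: DMSO and neomycin B.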
PLK1 inh – inhibitors of human PLK1 kinase; P53350; recombinant PLK1 kinase, TR-FRET peptide phosphorylation; inhibition, % at 10 µM; 97,000 compounds, 0.53% hits; AID 619;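 active means inhibition of 50% or more in the single-concentration screen; inactive means inhibition below 50%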;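 further: 0% = DMSO max control and 100% = H-89 dihydrochloride min control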
CYP2C9 inhib – inhibitors of human CYP2C9. 96,000 compounds, 20% hits. P11712. inhibition, % at 5 µM. CYP2C9 Supersomes, luciferin-H conversion, luminescence. AID 777;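 active means blocking of liver enzyme CYP2C9 beyond about 50% at 5 µM, limit read from the data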; further: values of inactives mirror those of a sister screen read the other way
Plk1 PBD FP – blocks phosphopeptide binding to human Plk1 polo box domain; P53350; Plk1 PBD phosphopeptide binding, fluorescence polarization; inhibition, %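 (tested at about 20 µM)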; 97,000 compounds, 0.13% hits; AID 693; in the data active means inhibition above about 34%, passing the limit was not always enough
EphB4 ephrin blk – antagonists of human EphB4-ephrin-B2 interaction. inhibition, % at 7 µM. 97,000 compounds, 0.15% hits. EphB4 LBD / TNYL-RAW-Alexa532 peptide, fluorescence polarization. AID 720. P54760;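 active means inhibition above the screen-wide mean inhibition plus 3 SD, cut at about 15% in these data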;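 further: 0% = DMSO wells and 100% = excess unlabeled TNYL-RAW peptide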
CYP2C9 activ – CYP2C9 (human) activation. recombinant CYP2C9, luciferin-H conversion, luminescence; stronger effect = higher value; factor 1 = untreated enzyme, 0 = blocked. activation factor at 5 µM. 96,000 compounds, 1.4% hits;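 active means activation factor of 2 or more for CYP2C9 at a 5 µM dose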;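 further: 0 = sulfaphenazole-blocked wells and 1 = vehicle-only wells; values of inactives mirror those of a sister screen read the other way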
CYP2C19 inhib – inhibitors of human CYP2C19; 96,000 compounds, 21% hits; CYP2C19 Supersomes, luciferin-H EGE luminescence, 30 min; inhibition, % at 5 µM; P33261;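 active means CYP2C19 inhibition above a set limit at 5 µM in the primary screen, cut at about 50% in these data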;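 further: plate controls were negative control wells for no effect and 2.5 mM tranylcypromine positive control for full effect; values of inactives mirror those of a sister screen read the other way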
Target sequence (P33261 whole entry, looked up): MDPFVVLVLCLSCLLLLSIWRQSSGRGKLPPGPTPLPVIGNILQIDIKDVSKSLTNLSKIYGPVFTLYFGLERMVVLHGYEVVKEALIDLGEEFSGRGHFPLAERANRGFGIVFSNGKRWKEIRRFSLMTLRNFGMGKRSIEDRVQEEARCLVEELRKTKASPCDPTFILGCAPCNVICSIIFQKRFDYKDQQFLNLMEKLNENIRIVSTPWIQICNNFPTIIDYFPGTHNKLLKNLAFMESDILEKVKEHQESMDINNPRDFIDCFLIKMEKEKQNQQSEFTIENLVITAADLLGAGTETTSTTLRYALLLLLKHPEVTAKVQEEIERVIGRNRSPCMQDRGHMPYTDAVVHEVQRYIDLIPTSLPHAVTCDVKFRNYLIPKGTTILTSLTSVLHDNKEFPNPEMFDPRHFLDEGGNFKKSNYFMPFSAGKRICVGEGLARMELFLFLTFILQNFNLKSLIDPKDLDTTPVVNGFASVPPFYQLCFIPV
CYP2C19 act – activators of human cytochrome P450 2C19; AID 1025; recombinant CYP2C19, luciferin-H EGE luminescence; stronger effect = higher value; 0 = fully inhibited enzyme, 1 = untreated enzyme; activation factor at 5 µM; 96,000 tested, under 10 active;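 active means activation factor of at least 2 at 5 µM in the primary screen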;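 further: 0 = wells with 2.5 mM tranylcypromine and 1 = vehicle-only wells; values of inactives mirror those of a sister screen read the other way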
An asterisk follows results filed as active; nt = no result given; & = joins results of further samples. The order is random; any-hit rate near 29%.

The opening two records, ahead of the listing:
SMILES	PLAP activator	Rev-RRE block	PLK1 inh	CYP2C9 inhib	Plk1 PBD FP	EphB4 ephrin blk	CYP2C9 activ	CYP2C19 inhib	CYP2C19 act
Cc1cc(NC(=O)CC(CN(C)S(=O)(=O)c2ccccc2)c2ccccc2)no1 (stereo unspecified)	0.9	nt	nt	46.2	nt	nt	0.5	88.4*	0.1
Cc1nonc1NC(=O)c1ccc(Cl)c(S(=O)(=O)N2CCCCC2)c1	1.1	-0.8	0.5	-17.9	27.2	-2.5	1.2	68.1*	0.3

The listing, from the start:
SMILES	PLAP activator	Rev-RRE block	PLK1 inh	CYP2C9 inhib	Plk1 PBD FP	EphB4 ephrin blk	CYP2C9 activ	CYP2C19 inhib	CYP2C19 act
Cc1cc(NC(=O)CC(CN(C)S(=O)(=O)c2ccccc2)c2ccccc2)no1 (stereo unspecified)	0.9	nt	nt	46.2	nt	nt	0.5	88.4*	0.1
Cc1nonc1NC(=O)c1ccc(Cl)c(S(=O)(=O)N2CCCCC2)c1	1.1	-0.8	0.5	-17.9	27.2	-2.5	1.2	68.1*	0.3
CN(Cc1ccccc1)C(=O)CCn1c(=O)oc2ccccc21	1	5.0	-12.2	-3.8	4.8	-3.9	1	92.9*	0.1
CN1C(=O)c2ccccc2C(C(=O)NCCCN2CCCC2)C1c1c[nH]c2ccccc12 (stereo unspecified)	1.5	5.0	-31.5	4.5	-6.2	1.5	1	-6.7	1.1
CCC(=O)Nc1cc(-c2nnc(OC)c3ccccc23)ccc1N1CCOCC1	1.6	2.7	-2.4	35.6	-22.4	2.8	0.6	13.7	0.9
Cc1ccc(-n2nnnc2SCC(=O)c2cc(C)n(CC3CCCO3)c2C)cc1 (stereo unspecified)	0.9	nt	nt	-13.2	nt	nt	1.1	42.3	0.6
Cc1ccc(S(=O)(=O)N2CCCC2C(=O)OCc2ccco2)cc1 (stereo unspecified)	1.3	8.0	-8.4	-17.1	31.2	3.6	1.2	24.1	0.8
O=C(NC(NC(=S)Nc1cccc(Cl)c1)C(Cl)(Cl)Cl)OCc1ccccc1 (stereo unspecified)	0.9	2.2	-12.5	65.8*	2.6	0.3	0.3	60.4*	0.4
CCN(CC)CCCN1C(=O)c2oc3ccccc3c(=O)c2C1c1cccnc1 (stereo unspecified)	1.1	6.5	1.1	-9.9	7.0	3.7	1.1	-5.7	1.1
O=C(CCCn1c(=S)[nH]c2cc3c(cc2c1=O)OCO3)NC1CC1	1	4.2	-15.5	29.3	12.1	-4.0	0.7	-3.3	1
COC(=O)c1cc(COC(=O)c2ccc(OC)c(S(=O)(=O)N3CCCC3)c2)oc1C	1.8	7.8	5.1	97.0*	-16.8	1.4	0	97.5*	0
CCSCc1nnc(SCC(=O)Nc2cccc(SC)c2)n1C	1.5	3.2	-14.2	32.3	1.5	7.6	0.7	90.9*	0.1
CC1=C(C#N)C(NC(=O)C2CC2)(C(F)(F)F)C(=O)N1 (stereo unspecified)	1.1	7.3	16.1	-16.3	11.5	5.1	1.2	-16.4	1.2
CCC(=O)N1CCN(c2ccc(NC(=O)c3ccc4c(c3)OCO4)cc2)CC1	1	0.3	-9.9	0.2	44.3*	5.7	1	4.1	1
CCCn1nnc(NC(=O)c2cccnc2Cl)n1	nt	4.7	-13.5	nt	6.1	0.8	nt	nt	nt
Fc1cccc(Cl)c1Cn1nnc2c(NCc3ccccn3)ncnc21	nt	2.9	-7.7	nt	11.3	-3.8	nt	nt	nt
CCn1ncc(C2=NOC(C(=O)Nc3cccc(C(C)=O)c3)C2)c1C (stereo unspecified)	1	4.8	-7.5	9.3	-27.1	3.6	0.9	7.5	0.9
O=C1c2oc3ccccc3c(=O)c2C(c2cccnc2)N1CCCN1CCOCC1 (stereo unspecified)	1.2	1.2	0.0	-3.7	8.5	-3.8	1	-4.6	1
COc1ccc(CSc2nc3ccccc3[nH]2)cc1	0.9	0.0	-2.3	63.0*	-31.3	-8.3	0.4	48.1	0.5
COc1ccc2c(c1)[nH]c1c(=O)n(CCCn3ccnc3)cnc12	0.8	7.7	-12.7	64.2*	-5.3	-0.3	0.4	41.8	0.6
C=CCOc1c(CNc2ncn[nH]2)cccc1OC	1.4	1.9	-7.5	4.9	-15.4	-4.8	1	12.5	0.9
COC(=O)c1ccccc1NC(=O)CN(C)S(=O)(=O)c1cc(C)ccc1OC	1.1	14.4	-9.6	66.9*	3.9	-1.9	0.3	93.8*	0.1
CCOC(=O)Cc1csc(SCC(=O)c2c(N)n(CC(C)C)c(=O)n(C)c2=O)n1	1.1	9.8	-2.9	7.5	-0.6	10.8	0.9	17.3	0.8
COc1ccc2ccccc2c1/C=N\n1c(C)cc(C)c(C(N)=O)c1=O	0.9	5.5	-9.8	11.2	-15.2	-5.7	0.9	4.2	1
CS(=O)(=O)N(CC(=O)Nc1ccc2c(c1)OCO2)c1ccccc1	0.9	nt	nt	20.7	nt	nt	0.8	26.9	0.7

Remaining list, next part
SMILES	PLAP activator	Rev-RRE block	PLK1 inh	CYP2C9 inhib	Plk1 PBD FP	EphB4 ephrin blk	CYP2C9 activ	CYP2C19 inhib	CYP2C19 act
CC1(C)Cc2ccccc2C(=NCCCCCC(=O)O)N1	nt	5.1	-15.0	nt	3.8	-6.4	nt	nt	nt
CCOc1ccc2c(C)c(C(=O)O)oc2c1OCC	1.1	1.1	-7.8	-13.9	2.0	-4.4	1.1	-6.1	1.1
Cc1cc(C)nc(Nc2n[nH]c(COc3ccccc3)n2)n1	1.5	nt	nt	2.3	nt	nt	1	1.4	1
O=C(c1ccc(COCC(F)(F)F)o1)N1CCCCCC1	1.1	1.0	-3.1	3.7	-3.8	2.9	1	50.9*	0.5
O=C(Cc1ccccc1)N/N=C/c1ccccc1OCc1ccc(Cl)cc1	0.7	10.4	4.7	61.5*	4.1	2.3	0.4	23.9	0.8
O=C(Nc1cc(Cl)c(O)c(Cl)c1)C1CCCO1 (stereo unspecified)	1.2	6.2	-7.2	-9.2	-1.6	-3.5	1.1	-11.8	1.1
COc1ccc(CN(C(=O)c2cc3ccccc3oc2=O)C2CCCC2)cc1	nt	7.8	-0.6	nt	-0.6	2.6	nt	nt	nt
CCOc1ccc(NC(=O)C(CC)NC(=O)c2ccccc2CO)cc1 (stereo unspecified)	0.8	2.4	-12.6	-5.0	19.7	-13.5	1.1	12.6	0.9
Cc1ccc(N2C(=O)c3oc4ccccc4c(=O)c3C2c2cccc(O)c2)nc1 (stereo unspecified)	nt	7.0	-6.2	nt	-2.6	-3.8	nt	nt	nt
CCc1nnc(NC(=O)c2cccs2)s1	0.8	7.8	60.3*	16.6	20.5	5.8	0.8	14.6	0.9
COc1ccc(C(=O)N2CCCC2)cc1S(=O)(=O)N1CCOCC1	1.2	8.3	-16.3	-25.6	-0.1	-3.4	1.3	-18.7	1.2
CCOC(=O)CCNC(=O)Nc1ccc2nc(C)n(Cc3cccc(Cl)c3)c(=O)c2c1	1.3	7.6	-9.9	81.3*	12.3	-4.9	0.2	61.5*	0.4
COc1ccc(Nc2nc(N3CCCC3)nc(N3CCCC3)n2)c(OC)c1	1.2	11.3	-4.7	-7.1	4.0	5.3	1.1	-2.0	1
Cc1cc(C)cc(N(CC(=O)NCc2ccco2)C(=O)c2snc(C(N)=O)c2N)c1	nt	7.8	-2.1	nt	-9.9	7.3	nt	nt	nt
COc1ccc2cc(-c3csc(-c4cccnc4)n3)ccc2c1	1.2	4.8	-4.1	2.4	-15.2	4.2	1	75.4*	0.2
C=CCn1c(SCC(=O)Nc2cccc(C(=O)OC)c2)nnc1C(C)NC(=O)c1cccs1 (stereo unspecified)	1.8	6.3	-12.5	81.9*	14.6	-0.2	0.2	70.6*	0.3
Cc1ccc(-c2cc(C(=O)NCC3CCCO3)no2)cc1 (stereo unspecified)	1.1	-1.1	-6.7	-11.9	-6.8	0.9	1.1	44.0	0.6
Cc1noc(/C=C/NCc2cccnc2)c1S(=O)(=O)N(C)CC(=O)N1CCc2ccccc21	1	3.2	-9.4	77.6*	6.8	2.7	0.2	17.0	0.8
CCOc1ccc(-n2nc3ccc(NC(=O)c4ccc5c(c4)OCCO5)cc3n2)cc1	nt	11.2	-11.4	nt	9.5	5.6	nt	nt	nt
CC1Cc2ccccc2N1S(=O)(=O)c1cnc[nH]1 (stereo unspecified)	1.1	nt	nt	98.0*	nt	nt	0	91.6*	0.1
CCOC(=O)c1ccc(NC(=O)C2CCN(S(=O)(=O)CC)CC2)cc1	0.9	4.0	-4.3	11.2	-0.1	7.0	0.9	18.2	0.8
CCCOc1ccc(NC(=O)C2CC(=O)N3CCCN=C3S2)cc1 (stereo unspecified)	1.2	0.8	-2.8	10.3	-11.9	5.8	0.9	4.9	1
CC(C)(C)C(=O)Nc1ccc(C(=O)NNC(=O)Cc2ccccc2)cc1	1.6	4.9	-5.3	-25.3	-12.9	1.1	1.3	-8.4	1.1
Cc1cc(C)n(/N=C\c2c(O)ccc3ccccc23)c(=O)c1C(N)=O	1.2	3.4	-1.4	24.7	-33.0	7.0	0.8	-8.5	1.1
CC(=O)/C=C(/C)NC(Cc1c[nH]c2ccccc12)C(=O)O (stereo unspecified)	1.4	0.5&2.1	-16.6&-5.9	-11.8	2.6&12.9	-4.0&-6.1	1.1	-8.5	1.1

For convenience, some entries already given:
SMILES	PLAP activator	Rev-RRE block	PLK1 inh	CYP2C9 inhib	Plk1 PBD FP	EphB4 ephrin blk	CYP2C9 activ	CYP2C19 inhib	CYP2C19 act
O=C(Cc1ccccc1)N/N=C/c1ccccc1OCc1ccc(Cl)cc1	0.7	10.4	4.7	61.5*	4.1	2.3	0.4	23.9	0.8
O=C(Nc1cc(Cl)c(O)c(Cl)c1)C1CCCO1 (stereo unspecified)	1.2	6.2	-7.2	-9.2	-1.6	-3.5	1.1	-11.8	1.1

(next part)
SMILES	PLAP activator	Rev-RRE block	PLK1 inh	CYP2C9 inhib	Plk1 PBD FP	EphB4 ephrin blk	CYP2C9 activ	CYP2C19 inhib	CYP2C19 act
Cc1ccc(C)c(S(=O)(=O)N2C(=S)NC(=O)C2C(C)C)c1 (stereo unspecified)	1.1	11.1	-1.5	95.4*	-25.4	3.3	0	55.5*	0.4
CNC(=O)c1cc(C)c(-c2ccccc2)s1	1	-0.1	-3.3	2.8	-20.6	2.4	1	40.9	0.6
Cc1cc(C(=O)NCCC2=CCCCC2)c(C)o1	1.4	3.3	-9.4	27.0	3.5	-2.5	0.7	61.1*	0.4
O=C(CSc1nnnn1-c1cccnc1)NCc1cccs1	0.8	-2.9	-7.7	13.0	6.6	3.0	0.9	17.1	0.8
CCOC(=O)c1ccc(NS(=O)(=O)c2ccc3c(c2)CCCN3C(C)=O)cc1	1	11.4	-5.3	72.5*	1.6	2.6	0.3	11.4	0.9
Cc1ccc(S(=O)(=O)NCCC(=O)NC2CCCC2)cc1	1	7.4	-3.9	-148.3	22.6	-9.3	2.5*	13.1	0.9
COc1ccc(CCNS(=O)(=O)c2ccc(OC)cc2)cc1	1.1	3.0	-15.0	56.9*	-23.1	-10.8	0.4	65.4*	0.3
CCCCc1cc(=O)oc2c(CN3CCCC3)c(O)c(Cl)cc12	1.1	-2.2	-12.5	-22.9	-6.3	4.2	1.2	-2.7	1

3 compounds drawn at random from the list so far, as already listed:
SMILES	PLAP activator	Rev-RRE block	PLK1 inh	CYP2C9 inhib	Plk1 PBD FP	EphB4 ephrin blk	CYP2C9 activ	CYP2C19 inhib	CYP2C19 act
Cc1cc(C(=O)NCCC2=CCCCC2)c(C)o1	1.4	3.3	-9.4	27.0	3.5	-2.5	0.7	61.1*	0.4
Cc1ccc(S(=O)(=O)NCCC(=O)NC2CCCC2)cc1	1	7.4	-3.9	-148.3	22.6	-9.3	2.5*	13.1	0.9
O=C(CSc1nnnn1-c1cccnc1)NCc1cccs1	0.8	-2.9	-7.7	13.0	6.6	3.0	0.9	17.1	0.8

High-throughput results as filed in PubChem BioAssay.
